From PubChem
Lamin A splicing: qHTS Assay for Modulators of Lamin A Splicing | Potency, µM (titrated, usually from 46.1 µM), for the others: at the highest dose ratio change, negative = inhibition, hits mostly inhibitors | HeLa LMNA splicing GFP/RFP minigene ratio, 48 h | hit rate 0.01% among 200,000; active means well fitted inhibition curve with a large enough effect in the signal ratio, with a control signal flat, not every such curve was filed as active; inconclusive means small, poorly fitted or top-dose-only effect, or effect the other way, or a change in a side signal; the % refers to the signal ratio
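S3 HeLa stable clones carrying a lamin A-EGFP splicing minigene plus DsRed2 were seeded at 600 cells/well in Opti-MEM with 2% FBS, pin-dosed and incubated 48 h at 37°C. Acumen cytometry (488 nm) gave the GFP/RFP total-intensity ratio.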
The depositor's hits bear a star; ? = inconclusive; [ ] = remark or other dose. On the % scale 0 is the no-effect control and ±100 the full control effect; potency means the concentration at half of the fitted maximal effect. Only part of the results is shown; count on the stated rates, not on these rows.

compound | Lamin A splicing
COc1ccc(NC(=O)CSC2=Nc3ccccc3C3=NC(CCC(=O)NC4CCCCC4)C(=O)N23)cc1 (stereo unspecified) | -6.6%[46 µM]
O=C(CCCn1c(=O)c2cccn2c2ccc(F)cc21)NCCc1ccccc1 | -6.1%[46 µM]
COc1ccc(Cl)cc1NC(=O)CN1C(=O)COc2ccc(S(=O)(=O)NC3CCCC3)cc21 | 1.4%[46 µM]
CCN(CC)c1ccc2cc(-c3nc(-c4ccc(Cl)cc4Cl)cs3)c(=O)oc2c1 | ?
COc1ccc(-c2nnc(SCC(=O)Nc3ccc(Cl)cc3)s2)cc1 | ?
O=C(CSc1nc2c([nH]c3ccccc32)c(=O)n1-c1cccc(Cl)c1)N1CCc2ccccc21 | -8.7%[46 µM]
COC(=O)c1ccc(CSc2nc3c([nH]c4ccccc43)c(=O)n2-c2ccc(F)cc2)o1 | 8.6%[46 µM]
CC(=O)c1ccc(S(=O)(=O)N2CCn3cccc3C2c2ccc(F)c(F)c2)cc1 (stereo unspecified) | 14.1%[46 µM]
COc1ccc(C2C(=O)N(C3CCCCCC3)CC(=O)N2CCc2ccc(Cl)cc2)cc1OC (stereo unspecified) | -7.5%[46 µM]
CC(=O)N1CCc2cc(S(=O)(=O)CCC(=O)NCc3ccc(Cl)cc3)ccc21 | ?
COc1cccc(CNc2cc(C)nc3nc(-c4ccc(C)cc4)nn23)c1 | 11.7%[46 µM]
Cc1nnc(N2CCN(C(=O)Nc3cc(F)ccc3F)CC2)c2nn(-c3ccc(Cl)cc3)c(C)c12 | ?
CCC(=O)N1c2ccccc2CC1C(=O)NCCc1ccccc1OC (stereo unspecified) | 5.8%[46 µM]
CCOc1ccccc1CNS(=O)(=O)c1ccc(-c2coc(C)n2)cc1 | -6.6%[46 µM]
Cn1c(C(=O)Nc2cccc(C(F)(F)F)c2)cc2c(=O)n3ccccc3nc21 | 10.7%[46 µM]
COc1ccc(C(=O)NCc2ccc3c(c2)CCN3C(=O)c2ccc(C)cc2)cc1 | ?
COC(=O)c1sc2cccc(F)c2c1S(=O)(=O)Nc1ccc(C)cc1Cl | -9.6%[46 µM]
CCOC(=O)c1cc(-c2ccccc2)n(CCCC(=O)Nc2ccc(C)c(Cl)c2)c1C | ?
CCN(CCCNC(=O)CN1N=C(c2ccccc2)CCC1=O)c1ccccc1 | -11.6%[46 µM]
CN(Cc1ccccc1)C(=O)c1ccc2c(c1)N(Cc1ccccc1Cl)C(=O)c1ccccc1S2 | -13.2%[46 µM]
O=C(NCc1ccc2c(c1)CCN2C(=O)c1ccncc1)c1cccc(Cl)c1 | -0.9%[46 µM]
Cc1ccc(-n2cc(C(=O)OCc3ccc(Cl)cc3)c3ccccc3c2=O)cc1 | 1.4%[46 µM]
O=C(Cn1nc2c(cc1=O)CCCC2)Nc1ccccc1C(F)(F)F | -1.7%[46 µM]
Cc1ccc(-c2nnc(SCC(=O)NC(C)(C)C)nc2-c2ccc(C)cc2)cc1 | ?
COc1ccc(N2CCN(C(=O)CS(=O)(=O)c3cccc4nsnc34)CC2)cc1 | 2.4%[46 µM]
O=C(CCCN1C(=O)c2cccnc2Oc2ccc(Cl)cc21)NCc1ccccc1F | ?
CC(C)(C)OC(=O)N1CCC(c2c(C(=O)NCc3ccccn3)cnn2-c2ccc(F)cc2)CC1 | -10.1%[46 µM]
CCCc1cc(=O)[nH]c2nnc(SCC(=O)Nc3ccc(OC)cc3)n12 | 2.1%[46 µM]
O=c1nc2c(-c3ccc(F)cc3Cl)n[nH]n2c2ccccc12 | -16.8%[46 µM]
CC(=O)N1CCCc2cc(S(=O)(=O)NCc3ccc(OC(C)C)cc3)ccc21 | 4.4%[46 µM]

Continuation.
compound | Lamin A splicing
COc1ccccc1N1CCN(S(=O)(=O)CCNC(=O)c2cc(=O)c3ccccc3o2)CC1 | 25.2%[46 µM]
COc1ccc(Cl)cc1NC(=O)C1CCN(c2ncnc3c2nc2n3CCCCC2)CC1 | ?
CCN(CC)C(=O)C1CCN(S(=O)(=O)c2ccc3c(c2)CCCN3C(C)=O)CC1 | ?
COc1ccccc1NC(=O)CSc1nnc(NC(=O)Nc2ccc(C)cc2)s1 | ?
CC(=O)N1CCCc2cc(S(=O)(=O)N3CCC(C(=O)Nc4cccc(Cl)c4C)CC3)ccc21 | -9.6%[46 µM]
COc1cccc(C(=O)NCC(=O)OCc2cc(=O)n3ccsc3n2)c1 | -7.6%[46 µM]
Cc1cccc(C(=O)N2CCc3cc(CNS(=O)(=O)c4ccc(F)c(Cl)c4)ccc32)c1 | 11.6%[46 µM]
COc1ccccc1CNC(=O)CCCn1c(=O)c2cccn2c2ccccc21 | 0.0%[46 µM]
CCS(=O)(=O)N1CCCC(C(=O)NCCOC)C1 (stereo unspecified) | 0.8%[46 µM]
CCOC(=O)c1c(C)sc(-c2c(-c3cc(C)ccc3C)[nH]c3c2c(=O)[nH]c(=O)n3C)c1O | 1.8%[46 µM]
Cc1cc(C)c(NC(=O)c2cc(CN3CCOCC3)on2)c(C)c1 | ?
COc1ccc2cc3cc(C(=O)N4CCN(c5ccc(C(C)=O)cc5)CC4)sc3nc2c1Cl | 8.9%[46 µM]
CCC(=O)Nc1ccc2nc(SCC(=O)N3CCc4ccccc43)sc2c1 | ?
Cc1ccc(Cc2nc3ccccc3nc2SCC(=O)NCCC(C)C)cc1 | 16.3%[46 µM]
CN(C(=O)CSc1nc2ccc(NC(=O)COc3ccccc3Cl)cc2s1)c1ccccc1 | 4.1%[46 µM]
CCCSCCCNC(=O)C1CCN(c2nn3cc(-c4ccc(F)cc4)nc3s2)CC1 | -5.7%[46 µM]
O=C(Nc1nnc2n1CCS2)c1cc(C(F)(F)F)cc(C(F)(F)F)c1 | ?
Cc1ccc(S(=O)(=O)c2cn(C)c3cc(N4CCCCC4)c(F)cc3c2=O)cc1 | -10.2%[46 µM]
CCOC(=O)c1c(NC(=O)c2ccc(S(=O)(=O)N3CCCC(C)C3)cc2)sc2c1CCN(C(C)C)C2 (stereo unspecified) | ?
CCC1CCCCN1C(=O)c1sc(-n2nc(C)c(Cc3ccccc3)c2C)nc1C (stereo unspecified) | 1.3%[46 µM]
COc1ccc(S(=O)(=O)NCc2cccn2Cc2cccc(C)c2)cc1OC | -10.2%[46 µM]
COc1cccc(C(=O)NCC(=O)OCc2cc(=O)n3nc(C)sc3n2)c1 | ?
Cc1ccc(NC(=O)CSc2nc(=O)n(Cc3ccncc3)c3c2CCC3)cc1Cl | -5.8%[46 µM]
CCOc1ccc(CCNC(=O)c2cnc3sc(N4CCCC4)nn3c2=O)cc1 | 9.2%[46 µM]
CCN(Cc1ccccc1)C(=O)CCS(=O)(=O)c1cc2c(cc1Cl)NC(=O)CO2 | 3.3%[46 µM]
CSc1ccc(CCNC(=O)c2ccc3c(c2)nc2n3CCCCC2)cc1 | ?
Cc1ccc(NC(=O)c2cc(C)nc3c2c(C)nn3-c2cccc(Cl)c2C)c(C)c1 | -1.3%[46 µM]
Cc1cc(C)cc(NC(=O)Cc2csc(COc3cccc(C)c3)n2)c1 | ?
O=C(CCNS(=O)(=O)c1ccc2c(c1)CCN2C(=O)C1CC1)N1CCN(c2cccc(C(F)(F)F)c2)CC1 | ?
CCOC(=O)c1ccccc1NC(=O)c1cc2ccc3cccnc3c2[nH]1 | 2.0%[46 µM]

2 compounds drawn at random from the list so far:
compound | Lamin A splicing
O=C(Cn1nc2c(cc1=O)CCCC2)Nc1ccccc1C(F)(F)F | -1.7%[46 µM]
CN(Cc1ccccc1)C(=O)c1ccc2c(c1)N(Cc1ccccc1Cl)C(=O)c1ccccc1S2 | -13.2%[46 µM]

Further results.
compound | Lamin A splicing
COc1ccc(NC(=O)C2CCN(C(=O)N3CCOc4ccccc43)CC2)cc1 | ?
CCC(Oc1ccccc1)C(=O)Nc1cccc(OCc2cc(=O)n3cccc(C)c3n2)c1 (stereo unspecified) | 6.8%[46 µM]
Cc1cc(C)n(CCc2nc3c4ccccc4nc(SCc4ccc(F)cc4)n3n2)n1 | -4.7%[46 µM]
CCOc1cccc(CNC(=O)c2ccc(N3CCCC3)c(NC(=O)NCc3ccccc3)c2)c1 | 4.5%[46 µM]
Cc1ccc(C2CCN(C(=O)c3cnn(-c4ccccc4Cl)c3C3CCN(C(=O)OC(C)(C)C)CC3)C2)cc1 (stereo unspecified) | ?
Cc1nc2ccn(Cc3cccnc3)c(=O)c2cc1C(=O)N1CCN(c2ccccc2F)CC1 | 0.2%[46 µM]
CCOC(=O)c1ccc(CN(Cc2ccc(F)cc2)S(=O)(=O)c2ccc(F)c(C(=O)Nc3cc(Cl)ccc3OC)c2)cc1 | 19.8%[46 µM]
CCOc1ccc(-c2nnc(SCC(=O)NC3CCCC3)nc2-c2ccc(OCC)c(OC)c2)cc1OC | 6.9%[46 µM]
COC(=O)c1ccc(C2CC(=O)Nc3c2c(C)nn3-c2nc(C)cc(C)n2)cc1 (stereo unspecified) | -0.5%[46 µM]
Cc1ccc(NC(=O)Cn2c(C)cc(C)c(C#N)c2=O)cc1F | 10.3%[46 µM]
CCOc1cc(CNC(=O)c2ccc(C)c(NC(=O)c3nsc4ccccc34)c2)ccc1OC | 5.8%[46 µM]
Cc1ccc2c(c1)sc1nc(-c3cc4cc(Cl)ccc4oc3=O)cn12 | 13.2%[46 µM]
Cc1nn2c(=O)cc(COC(=O)C(c3ccccc3)c3ccccc3)nc2s1 | -0.5%[46 µM]
COc1ccc(-c2cn3nc(N4CCC(C(=O)NCc5cccc(Cl)c5)CC4)sc3n2)cc1 | 6.3%[46 µM]
CCCCc1nn2c(=O)cc(COC(=O)CNC(=O)c3ccccc3C)nc2s1 | 8.5%[46 µM]
CCOc1cc(CNC(=O)C(NS(=O)(=O)c2cccs2)C(C)C)cc(OCC)c1OCC (stereo unspecified) | 18.7%[46 µM]
O=C(Nc1cccc(C(=O)N2CCN(c3ccccc3F)CC2)c1)c1nsc2ccccc12 | ?
COc1ccccc1CNC(=O)C(=O)NCC(c1cccnc1)N1CCN(c2ccc(F)cc2)CC1 (stereo unspecified) | ?
CCN(CC)c1nn2c(=O)c(C(=O)NCc3ccc(N(C)C)cc3)cnc2s1 | 3.3%[46 µM]
CCOCCCNC(=O)c1cc(Sc2cccc(Cl)c2)nc2ccccc12 | ?
COC(=O)c1ccccc1NC(=O)CSc1nc(C)c(Cl)c(C)c1C#N | ?
COc1ccc(NC(=O)C(C(C)C)N2Cc3ccccc3C2=O)cc1 (stereo unspecified) | ?
CCN(CCCNC(=O)CN1N=C(c2ccc(OC)cc2)CCC1=O)c1cccc(C)c1 | 4.0%[46 µM]
CC(C)c1ccc(NC(=O)c2cc(S(=O)(=O)N(C)C3CCCCC3)ccc2F)cc1 | ?
CCC(=O)Nc1cccc(-c2cn3c(C)csc3n2)c1 | ?
CCOc1ccc(-c2cn3c(n2)sc2cc(C(=O)NCCCN4CCCCCC4)ccc23)cc1 | -17.0%[46 µM]
CCc1ccccc1NC(=O)CN1C(=O)CCc2cc(S(=O)(=O)N3CCCCC3)ccc21 | 17.2%[46 µM]
NS(=O)(=O)c1ccc(CCNC(=O)C2COc3ccccc3C2)cc1 (stereo unspecified) | 0.6%[46 µM]
Cc1ccc(S(=O)(=O)N(CCc2ccccc2)CC(=O)Nc2ccccc2C)cc1 | -7.3%[46 µM]
O=C(C1CCC(Cn2c(=O)c3sccc3n(Cc3ccccc3F)c2=O)CC1)N1CCCCC1 (stereo unspecified) | -13.1%[46 µM]

Gathered by group, the compounds so far with a cyano group.
compound | Lamin A splicing
Cc1ccc(NC(=O)Cn2c(C)cc(C)c(C#N)c2=O)cc1F | 10.3%[46 µM]
COC(=O)c1ccccc1NC(=O)CSc1nc(C)c(Cl)c(C)c1C#N | ?

Following part:
compound | Lamin A splicing
COc1ccc(OCC(=O)Nc2nnc3n2CCS3)cc1 | 20.7%[46 µM]
CCS(=O)(=O)c1cccc(C(=O)N2CCN(c3nc4c(C)ccc(Cl)c4s3)CC2)c1 | ?
COc1ccc(-c2nc(CCNC(=O)Cc3ccc(F)cc3)cs2)cc1 | -2.1%[46 µM]
CCOc1ccc(OCC)c(NS(=O)(=O)c2ccc(-c3coc(C)n3)cc2)c1 | -26.4%[46 µM]
Cn1cccc1-c1cc2n(n1)CCC(=O)N2CCCC(=O)NCc1ccc(F)cc1 | 2.2%[46 µM]
Cc1cc(C)cc(NC(=O)CCCn2c(=O)c3cccn3c3ccccc32)c1 | -5.6%[46 µM]
CN(C(=O)CSc1nc2ccccc2n1Cc1cccc(C(F)(F)F)c1)c1ccccc1 | ?
CCc1ccc(-c2cn3c(n2)sc2cc(C(=O)NCCCc4ccccc4)ccc23)cc1 | 11.1%[46 µM]
CCOC(=O)c1ccc(NC(=O)c2cnc(N3CCCC3)nc2C)cc1 | 15.1%[46 µM]
COc1cccc(CNC(=O)c2cc3cc(C)ccc3n2C)c1 | ?
Cn1c(=O)n(C)c2cc(CNCc3ccc(F)cc3)ccc21 | 12.5%[46 µM]
COc1ccc(CC(=O)NC2CC(=O)N(c3ccc4c(c3)OCCO4)C2)cc1 (stereo unspecified) | ?
CCc1ccccc1NS(=O)(=O)c1ccc(OC)c2ncccc12 | 0.2%[46 µM]
Cc1ccc(NC(=O)CN2Cc3ccccc3C2=O)c(C)c1 | 14.7%[46 µM]
CCOc1ccc(CNC(=O)CCn2c(=O)c3cccn3c3ccc(F)cc32)cc1 | 7.5%[46 µM]
Cc1ccc(NC(=O)CCc2c(C)nn(-c3ccc(N4CCCCC4)nn3)c2C)cc1F | ?
Cc1ccc(-c2nc(C)c(CCNC(=O)c3ccccc3Br)s2)cc1 | ?
